# Screening results from PubChem BioAssay.
# BAZ2B inh: inhibitors of human BAZ2B bromodomain; Q9UIF8; AlphaScreen BAZ2B-H3K14Ac peptide displacement; Potency, µM (highest dose often 114 µM), for the others: at the highest dose activity change, negative = inhibition, hits mostly inhibitors; 360,000 compounds, 4.4% hits; AID 504333; also: % is scaled to controls: 0 for no effect and ±100 for the full control effect; nearly all actives have a fitted effect of over 60% in size
#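 AlphaScreen luminescence quantifies BAZ2B engagement of H3K14Ac peptide; the protein and biotinylated peptide are both at 50 nM final, buffer PBS pH 7.4 with 0.01% Tween-20, all steps at room temperature.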
# POLI inh: blocks human DNA polymerase iota activity; Q9UNA4; Pol iota fluorescent replication assay, 10 min; Potency, µM (titrated, usually from 115 µM), for the others: top-dose activity, negative = inhibition, usual class: inhibitors; 390,000 compounds, 1% hits; AID 588590
# Target sequence (Q9UNA4 whole entry, looked up): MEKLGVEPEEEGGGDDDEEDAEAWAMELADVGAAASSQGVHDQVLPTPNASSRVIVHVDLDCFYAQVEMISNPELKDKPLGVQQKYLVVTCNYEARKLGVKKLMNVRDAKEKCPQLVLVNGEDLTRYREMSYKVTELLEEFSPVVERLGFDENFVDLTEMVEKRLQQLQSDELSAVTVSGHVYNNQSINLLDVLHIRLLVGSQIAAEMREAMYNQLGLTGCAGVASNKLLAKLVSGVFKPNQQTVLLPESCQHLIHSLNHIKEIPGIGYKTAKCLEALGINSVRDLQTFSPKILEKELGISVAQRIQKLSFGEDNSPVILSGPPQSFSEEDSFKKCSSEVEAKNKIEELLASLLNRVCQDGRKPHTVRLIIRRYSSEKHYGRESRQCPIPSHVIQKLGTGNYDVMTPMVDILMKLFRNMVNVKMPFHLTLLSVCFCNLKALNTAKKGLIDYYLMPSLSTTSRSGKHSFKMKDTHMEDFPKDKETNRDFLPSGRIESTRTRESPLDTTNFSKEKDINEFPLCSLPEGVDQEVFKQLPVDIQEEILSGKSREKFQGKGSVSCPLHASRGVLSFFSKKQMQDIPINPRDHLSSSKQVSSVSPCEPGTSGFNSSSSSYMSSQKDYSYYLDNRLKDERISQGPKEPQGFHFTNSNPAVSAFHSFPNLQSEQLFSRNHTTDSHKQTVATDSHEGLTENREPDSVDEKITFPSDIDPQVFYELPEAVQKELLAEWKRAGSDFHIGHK
#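 Pol iota at 10 nM preincubated 15 min with compounds at room temperature; reaction started with fluorescent substrate, 50 nM final. Fluorescence read kinetically at 0 and 10 min; buffer-only wells as negative control.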
# Apoferritin bind: binds horse apoferritin like a general anesthetic | P02791 | apoferritin/1-aminoanthracene competitive binding, fluorescence | 350,000 compounds, 0.074% hits | Potency, µM (titrated, usually from 77.5 µM), without a hit: at the top dose activity change, negative = displacement, actives largely listed as inhibitors; also: % is scaled to controls: 0 for no effect and ±100 for the full control effect; nearly all actives have a fitted effect of over 20% in size
#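 Concentration-response curves derived by four-parameter Hill fitting of normalized fluorescence, where compounds displaced 1-AMA from 10 uM horse apoferritin following a brief 10 min room-temperature incubation; propofol titration acted as positive control.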
# Pol beta inh: DNA polymerase beta (human) inhibition; Potency, µM (doses to about 114 µM), for inactives: top-dose activity change, negative = inhibition, usual class: inhibitors; Pol beta primer extension/strand displacement, fluorescence kinetic; 340,000 compounds, 1.3% hits; AID 485314; P06746; also: % is scaled to controls: 0 for no effect and ±100 for the full control effect
#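 Human Pol beta at 10 nM; strand-displacement substrate 50 nM final. Compound exposure 15 min at room temperature before start, reaction 10 min at room temperature.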
# G9a block: G9a (human) methyltransferase inhibition | G9a H3K9 monomethylation, AlphaScreen, 2 h | Potency, µM (top dose mostly 102 µM), without a hit: at the highest dose activity, negative = inhibition, hits mostly inhibitors | 350,000 compounds, 8.8% hits; also: % is scaled to controls: 0 for no effect and ±100 for the full control effect; nearly all actives have a fitted effect of over 75% in size
#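 AlphaScreen read-out: biotin-H3K9 peptide (500 nM) methylation by 20 nM enzyme with 20 uM SAM, 2 h at room temperature after 15 min compound preincubation; anti-monomethyl H3K9 antibody plus donor/acceptor beads, 10 min dark.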
# BLM helicase inh: Bloom syndrome helicase (human) inhibition; P54132; Potency, µM (series often up to 56.1 µM), for the others: at the highest dose activity change, negative = inhibition, hits mostly inhibitors; recombinant BLM DNA unwinding, fluorescence dequenching; 350,000 compounds, 0.2% hits;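 also: plate controls were vehicle for no effect and no enzyme for full effect; nearly all actives have a fitted effect of over 35% in size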
# POLH inh: DNA polymerase eta (human) inhibition; AID 588591; Q9Y253; Potency, µM (titrated, usually from 114 µM), without a hit: at the top dose activity change, negative = inhibition, actives largely listed as inhibitors; recombinant Pol eta, fluorescent DNA replication assay; 390,000 compounds, 1.2% hits; also: % is scaled to controls: 0 for no effect and ±100 for the full control effect
#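 Fluorescent replication assay: 50 nM final substrate added after a 15 min room-temperature compound preincubation with 10 nM enzyme. Signal taken at 0 min and again at 10 min.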
# APEX1 inh: APE1 (human) endonuclease inhibition; Potency, µM (highest dose often 65.8 µM), for the others: top-dose activity change, negative = inhibition, usual class: inhibitors; recombinant APE1, TAMRA/BHQ-2 abasic DNA cleavage fluorescence; 350,000 compounds, 0.35% hits; P27695; AID 2517;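 also: plate controls were vehicle for no effect and reference inhibitor for full effect; nearly all actives have a fitted effect of over 55% in size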
# Target sequence (P27695 whole entry, looked up): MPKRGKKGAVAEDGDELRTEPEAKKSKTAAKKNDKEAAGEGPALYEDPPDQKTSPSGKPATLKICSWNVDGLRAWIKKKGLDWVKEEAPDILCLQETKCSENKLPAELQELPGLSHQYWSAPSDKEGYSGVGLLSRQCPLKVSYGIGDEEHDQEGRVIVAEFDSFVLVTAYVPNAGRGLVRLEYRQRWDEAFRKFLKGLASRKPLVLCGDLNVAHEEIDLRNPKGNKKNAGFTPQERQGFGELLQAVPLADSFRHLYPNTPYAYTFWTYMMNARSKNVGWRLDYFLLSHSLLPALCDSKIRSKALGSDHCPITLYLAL
#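 Step 1: APE1 (0.75 nM) with compound, 15 min RT. Step 2: add 50 nM fluorophore/quencher THF duplex. Step 3: three fluorescence reads 60 s apart (525/598 nm); read 3 minus read 1 = reaction progress.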
# Pol kappa inh: blocks human DNA polymerase kappa activity; Potency, µM (highest dose often 107 µM), without a hit: top-dose activity, negative = inhibition, most hits filed as inhibitors; Q9UBT6; purified Pol kappa, fluorescent DNA synthesis assay, 10 min; AID 588579; 400,000 compounds, 0.53% hits; also: % is scaled to controls: 0 for no effect and ±100 for the full control effect
#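 10 nM Pol kappa preincubated 15 min at room temperature with compounds, then reaction started with substrate at 50 nM final. Fluorescence read kinetically at 0 and 10 min; buffer-only wells served as negative control.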
# Numbers without * were called inactive; ? = inconclusive; . = not tested or not shown; & = joins results of further samples; [ ] = dose if it differs, or a comment. Calls follow the shape of the dose curve; as a rule, active = well fitted curve in the direction sought with a large enough effect; inconclusive = small, poorly fitted or top-dose-only effect, or another doubt; inactive = no such curve, though single readings can be large; an effect the other way counts as inactive or inconclusive. Potency is read from the fitted curve at half-maximal effect. Not all compounds are listed; rates above refer to the full screens.
# A first look (4 entries):
structure	BAZ2B inh	POLI inh	Apoferritin bind	Pol beta inh	G9a block	BLM helicase inh	POLH inh	APEX1 inh	Pol kappa inh
CC(C)CSc1nc2c(c(=O)[nH]c(=O)n2C)n1CCc1ccccc1	16%	11%	-16%	-13%	4%[59 µM]	-5%	-3%	-3%	5%
COc1ccc(C(C(=O)NC2CCCC2)N(CC2CCCO2)C(=O)Cc2cccs2)cc1OC (configuration not stated)	-16%	1%	-4%	26%	5%	3%	-10%	5%	0%[60.1 µM]
CCOC(=O)C1=C(COC(=O)c2cccc(Cl)c2)NC(=O)NC1C (configuration not stated)	-16%	-15%	-15%	3%	22%	-1%	-8%	2%	-7%
CCc1ccc(NC(=O)CSc2nccn2C2CCCC2)cc1	?	-4%	-11%	0%	?	-1%	-9%	.	-4%[60.1 µM]

# The listing, previewed entries included:
structure	BAZ2B inh	POLI inh	Apoferritin bind	Pol beta inh	G9a block	BLM helicase inh	POLH inh	APEX1 inh	Pol kappa inh
CC(C)CSc1nc2c(c(=O)[nH]c(=O)n2C)n1CCc1ccccc1	16%	11%	-16%	-13%	4%[59 µM]	-5%	-3%	-3%	5%
COc1ccc(C(C(=O)NC2CCCC2)N(CC2CCCO2)C(=O)Cc2cccs2)cc1OC (configuration not stated)	-16%	1%	-4%	26%	5%	3%	-10%	5%	0%[60.1 µM]
CCOC(=O)C1=C(COC(=O)c2cccc(Cl)c2)NC(=O)NC1C (configuration not stated)	-16%	-15%	-15%	3%	22%	-1%	-8%	2%	-7%
CCc1ccc(NC(=O)CSc2nccn2C2CCCC2)cc1	?	-4%	-11%	0%	?	-1%	-9%	.	-4%[60.1 µM]
O=C(NCc1nnc(SCC(=O)N2CCCCCC2)o1)c1ccccc1F	-11%	39%	-17%	3%	22%	-2%	-21%	19%	-3%
N#Cc1ccc(CN2CC3(CCN(C(=O)c4cccc(F)c4)CC3)C2)cc1	.	.	.	.	1%[12.7 µM]	6%	.	4%	-12%[60.1 µM]
CN(C)S(=O)(=O)c1ccc(C(=O)Nc2ccc(S(=O)(=O)NC3=NCCCCC3)cc2)cc1	4%	4%	?	5%	?	-3%	-6%	-9%	8%
CCOc1ccc(OCC)c(S(=O)(=O)NCc2ccc3c(c2)OCO3)c1	11%	19%	-9%	18%	21%	2%	-13%	2%	1%
Cc1ccc(Cl)cc1N1CCN(C(=O)c2cccc3c(=O)c(C)c(-c4ccccc4)oc23)CC1	-28%	60%[activator]	-2%	22%	7.9µM*	-10%	-25%	-5%	-1%
CCCOc1cccc(C(=O)N(Cc2cc(OC)c(OC)c(OC)c2)C2CCS(=O)(=O)C2)c1 (configuration not stated)	-10%	-1%	-10%	13%	3%[59 µM]	2%	-14%	.	-2%
NC(=O)c1ccsc1NC(=O)c1coc2ccccc2c1=O	-11%	-11%	-8%	2%	-7%	0%	-3%	-5%	-19%
COc1cccc(OCC(O)CN2CCN(c3ccccc3)CC2)c1 (configuration not stated)	-23%&-20%	-7%&3%	1%&-6%	2%&19%	5%[2.33 µM]	0%&-5%	-3%&4%	5%&4%	1%[60.1 µM]
O=C(OCc1cc(=O)n2ccsc2n1)c1ccccc1O	.	?	.	.	.	.	-9%	28%	-20%
COc1ccc(NC(=O)CCCC(=O)c2ccccc2)cc1OC	-3%	-4%	-15%	44%	15%	2%	-6%	6%	-7%
COC(=O)Cc1csc(NCc2ccccc2)n1	-8%	75%[activator]	-9%	3%	19%	-2%	-27%	-13%	-4%
COc1ccccc1CCCNC(=O)C1CCC(=O)N(CCCN2CCCC2=O)C1 (configuration not stated)	-3%	17%	-2%	-11%	10%	-1%	-4%	10%	10%
CC(=O)NS(=O)(=O)c1ccc(NC(=O)c2ccc3c(c2)NC(=O)CS3)cc1	.	?	.	.	.	.	?	15%	-39%
CCOc1ccc(CNC(=O)Cn2c(=O)c3cccn3c3ccc(F)cc32)cc1OC	-6%	23%	-16%	-19%	0%[59 µM]	-1%	-8%	.	-10%
CCCn1cc(S(=O)(=O)c2ccccc2)c(=O)c2cc(OCC)ccc21	-8%	-7%	4%	46%	.	-2%	-5%	0%	-5%
O=C(NCCCN1CCOCC1)c1cc(-c2ccccc2)nc2ccccc12	1%	13%	.	.	4%[2.33 µM]	.	-18%	20%	0%
CCc1ccc(OCC(=O)Nc2ncc3c(n2)CC(C)(C)CC3=O)cc1	5%	-3%	-4%	0%	-33%[12.7 µM]	0%	-6%	-2%	-9%
CC(NC(=O)c1ccc(NC(=O)c2ccco2)cc1)c1ccccc1 (configuration not stated)	-6%	-9%	-3%	27%	.	-8%	-13%	13%	2%
CC(=O)c1ccc(N2CCN(c3ncnc4c3c(-c3ccccc3)cn4-c3ccc(Cl)cc3)CC2)cc1	?	23%	-16%	-2%	-1%[59 µM]	-2%	-16%	.	-10%[60.1 µM]
O=C(Nc1ccccc1)Nc1ccc(F)cc1F	2%	?	-1%	32%	.	-2%	-6%	13%	-1%
O=C(COC(=O)/C=C/c1ccc(F)cc1)Nc1ccc(S(=O)(=O)N2CCOCC2)cc1	.	10%	.	.	.	.	-17%	-3%	-12%
COc1ccc(C)cc1-n1ccn(CC(=O)Nc2ccc(Br)cc2F)c(=O)c1=O	2%	43%[activator]	.	.	-27%	.	-17%	13%	-8%
CN(CC(=O)Nc1cccc(F)c1)C(=O)c1ccc(OCc2ccccc2)cc1	9%	-18%	.	.	2%[12.7 µM]	.	-8%	7%	-8%
O=C(NCc1n[nH]c(=S)n1-c1ccc(F)cc1)c1ccc(S(=O)(=O)N2CCCC2)cc1	-3%	9%	-9%	2%	?	-2%	-7%	2%	0%
COc1ccc([C@H]2CC(=O)C=C(c3cc4ccccc4s3)C2)cc1	-5%	17%	.	.	-6%[2.33 µM]	.	-13%	28%	5%
COc1ccc(-c2c(C#N)c(N)nc3sc(C(=O)c4ccccc4)c(N)c23)cc1	23%	3%	-1%	-25%	50µM*	-7%	-12%	3%	0%
O=C(O)C(Cc1c[nH]c2ccccc12)NS(=O)(=O)c1ccc(Br)cc1 (configuration not stated)	-21%	84%[activator]	-1%	17%	?	-1%	-9%	32%	-22%
Cc1ccc(S(=O)(=O)NCCc2nnc(SCc3cccnc3)n2C)cc1	-17%	2%	5%	6%	0%	-2%	-2%	48%[activator]	11%
CCOc1cc(/C=N/n2cnnc2)ccc1OC(=O)c1cccc([N+](=O)[O-])c1	-27%	-4%	-21%	6%	0%[12.7 µM]	1%	8%	-1%	-2%
CCN(CC)c1ccc(/C=C(\C#N)c2ccccn2)cc1	-6%	?	-20%	4%	21%[59 µM]	-15%	-10%	1%	-26%
O=c1[nH]c(CSc2nc3ccccc3s2)nc2cc(Cl)ccc12	-16%	.	-8%	?	28µM*	-8%	.	-3%	.
N[C@@H](COC(c1cccc(F)c1)c1ccccc1OCc1ccccc1)C(=O)O (some centres not stated)	.	.	-6%	.	.	0%	.	-2%	-14%[60.1 µM]
CN(C(=O)CSc1nnc(-c2cccc(F)c2)n1N)C1CCS(=O)(=O)C1 (configuration not stated)	14%	87%[activator]	2%	7%	-23%	-1%	-9%	13%	2%
CN(C)c1ccc(C(=O)N2CCCC(CCC(=O)N3CCN(c4ccccn4)CC3)C2)cc1 (configuration not stated)	-38%	27%	-11%	-12%	?	1%	-15%	10%	-14%
O=P(c1ccccc1)(c1ccccc1)c1cc(Br)cc(Br)c1OCCO	-22%	24%	2%	7%	10%	-6%	-8%	-3%	0%
CCOc1ccc(NC(=O)CSc2nc(=O)n(Cc3ccccn3)c3c2CCC3)cc1	-6%	55%[activator]	.	.	10%[0.501 µM]	.	-12%	23%	-6%
O=C(N/N=C\c1ccccc1OCc1ccccc1)c1ccco1	?	-18%	-22%	-20%	9%[59 µM]	0%	-2%	16%	7%[60.1 µM]
c1ccc(CN2CCN(c3cnc4ccccc4n3)CC2)cc1	65%[activator]	-14%	-16%	4%	0%	1%	-20%	33%	-13%
Cc1ccc(S(=O)(=O)Nc2ccc(Oc3cccnc3)nc2)cc1	-2%	130%[activator]	-9%	24%	1%	-5%	-2%	2%	-14%
CCC(=O)c1ccc(OCC(O)CN(CCc2ccccc2)Cc2ccccc2)cc1 (configuration not stated)	5%[57.1 µM]	?	7%	-6%	26%	-13%	-14%	-5%	-6%
CCC(CC)NC(=O)/C=C/c1ccccc1Cl	13%	-5%	-12%	11%	-7%[59 µM]	4%	-25%	10%	-7%
C=CCN1CN(Cc2ccco2)CNC1=S	-5%	-1%	-6%	1%	6%[59 µM]	1%	-7%	1%	-13%
CCOC(=O)c1c(-c2ccc(C)cc2)csc1NC(=O)C1CC=CCC1C(=O)O (configuration not stated)	3%[57.1 µM]	0%	-6%	?	?	-4%	?	-6%	-14%
O=C(CN1C(=O)C2C3CCC(C3)C2C1=O)OCC(=O)c1ccc(Br)cc1 (configuration not stated)	1%	-5%	?	22%	.	1%	-2%	5%	8%
CCN1C(=O)C(O)(CC(=O)c2ccc3c(c2)OCCO3)c2ccccc21 (configuration not stated)	-6%	8%	-7%	67%	-40%	-2%	-21%	-5%	9%
CC1CCCC(NC(=O)COC(=O)COc2ccc(C#N)cc2)C1C (configuration not stated)	.	34%[activator]	.	.	.	.	-11%	-9%	-4%
N/C(Cc1ccc([N+](=O)[O-])cc1)=N\OC(=O)c1ccc(Br)o1	-6%	3%	-9%	26%	17%[59 µM]	0%	-15%	-1%	-12%
CC(C)c1ccc(C2N3CC4(C)CN2CC(c2ccccc2)(C3)C4=O)cc1 (configuration not stated)	-4%	13%	-19%	7%	-37%[59 µM]	-4%	-8%	.	-17%
CCOC(=O)c1oc2ccc3c(c2c1C)C(=O)CC1(CCN(C(=O)OCC)CC1)O3	5%	6%	-1%	-14%	15%[59 µM]	-7%	-19%	2%	4%
CC(C)NC(=O)N1CCC2(CC1)CCN(C(=O)c1csnn1)CC2	.	.	.	.	-1%[12.7 µM]	3%	.	0%	-5%[60.1 µM]
